Assay outcomes (PubChem)
PrPC surface inh: inhibitors of human cell surface prion protein PrPC, primary screen, cell-based, TR-FRET; TR-FRET read-out; inhibition, % at 13.8 µM; 370,000 compounds, 0.43% hits; in the data active means inhibition above about 24%; further: 0% = median of the test wells and 100% = reference compound wells
Y pestis TopoI: Yersinia pestis topoisomerase I inhibitors, primary screen, biochemical, cleavage product accumulation, plate reader, single point; DNA topoisomerase I (Yersinia pestis CO92); Y. pestis Topo-I cleavage product accumulation; activity, % at 10 µM; 360,000 compounds, 0.064% hits; AID 504884, 2011; in the data active means activity above about 50%, passing the limit was not always enough; inconclusive means no clear call, values can overlap the other calls; further: inactives centre near 2
BoNT-A LC inh2: BoNT/A light chain protease inhibitors, primary screen, biochemical, flow cytometry, MLPCN library; Botulinum neurotoxin type A light chain protease (Clostridium botulinum A str. ATCC 3502); multiplex microsphere protease substrate cleavage; inhibition, % at 10 µM; 360,000 compounds, 0.17% hits; AID 588499, 2011; further: plate controls were buffer without enzyme for full effect and enzyme alone for no effect
TcdB GH inh: TcdB glycohydrolase inhibitors, primary screen, biochemical, single point, plate reader; TcdB glycohydrolase enzymatic assay; inhibition, % at 9.99 µM; 350,000 compounds, 0.24% hits; in the data active means inhibition above about 10%
FadD28 FP inh: inhibitors of FadD28 bisubstrate probe binding, primary screen, biochemical, fluorescence polarization, single point; inhibition, % at 12.5 µM; 360,000 compounds, 0.22% hits; AID 588549, 2011; in the data active means inhibition above about 8.5%, passing the limit was not always enough; inconclusive means no clear call, values can overlap the other calls
Anthrax LF prot: Bacillus anthracis LF protease inhibitors, primary screen, biochemical, multiplex microsphere, MLPCN library. inhibition, % at 10 µM. multiplex microsphere protease cleavage assay. Lethal factor (Bacillus anthracis), P15917. 360,000 compounds, 0.12% hits; further: plate controls were buffer without enzyme for full effect and enzyme alone for no effect
Target sequence (P15917 whole entry, looked up): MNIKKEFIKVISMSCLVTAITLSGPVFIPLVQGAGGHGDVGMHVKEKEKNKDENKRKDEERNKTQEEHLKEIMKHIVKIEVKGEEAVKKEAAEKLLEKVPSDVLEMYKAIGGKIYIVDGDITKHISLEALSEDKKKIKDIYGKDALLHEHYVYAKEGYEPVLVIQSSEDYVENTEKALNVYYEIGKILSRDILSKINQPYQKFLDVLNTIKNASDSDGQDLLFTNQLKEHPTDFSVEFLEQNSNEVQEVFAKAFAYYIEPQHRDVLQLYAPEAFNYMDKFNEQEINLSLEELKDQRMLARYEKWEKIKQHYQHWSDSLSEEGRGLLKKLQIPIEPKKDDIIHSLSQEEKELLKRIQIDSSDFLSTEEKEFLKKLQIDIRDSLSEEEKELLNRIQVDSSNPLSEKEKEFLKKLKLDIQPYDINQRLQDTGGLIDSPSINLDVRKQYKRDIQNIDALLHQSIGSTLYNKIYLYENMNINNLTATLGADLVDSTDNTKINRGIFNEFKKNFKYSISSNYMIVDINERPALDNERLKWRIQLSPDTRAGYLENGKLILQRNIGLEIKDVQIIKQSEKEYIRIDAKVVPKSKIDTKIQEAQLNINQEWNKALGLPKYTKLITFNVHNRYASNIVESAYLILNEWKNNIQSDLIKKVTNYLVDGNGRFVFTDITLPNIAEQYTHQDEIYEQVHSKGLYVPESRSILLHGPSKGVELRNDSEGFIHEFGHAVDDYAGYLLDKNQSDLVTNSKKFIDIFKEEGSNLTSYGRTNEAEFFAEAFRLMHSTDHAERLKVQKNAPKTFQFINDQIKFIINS
PfHsp40 rescue: rescue of yeast from PfHsp40 toxicity, primary screen, S. cerevisiae, ATP luminescence; S. cerevisiae expressing PfHsp40, growth rescue; growth rescue, % at 12.5 µM; 340,000 compounds, 0.68% hits; AID 504582, 2011; in the data active means growth rescue above about 28%, passing the limit was not always enough; inconclusive means no clear call, values can overlap the other calls;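 further: yeast W303a lacking pdr1 and pdr3 grown in galactose medium; growth measured after three days at 30 °C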
CCHF vOTU inh: CCHFV vOTU protease inhibitors, primary screen, biochemical, Pep-AMC substrate, fluorescence; Crimean-Congo hemorrhagic fever virus L polyprotein viral ovarian tumor (vOTU) protease …; AID 651958, 2012; inhibition, % at 11.5 µM; 370,000 compounds, 0.55% hits; in the data active means inhibition above about 30%; further: 0% = vehicle wells with enzyme and 100% = no enzyme wells
BoNT-F LC inh: BoNT/F light chain protease inhibitors, primary screen, biochemical, flow cytometry, MLPCN library. Multiplex microsphere protease cleavage assay. inhibition, % at 10 µM. 360,000 compounds, 0.22% hits. AID 588497, 2011; in the data active means inhibition above about 35%, passing the limit was not always enough; inconclusive means no clear call, values can overlap the other calls; further: plate controls were buffer without enzyme for full effect and enzyme alone for no effect
The depositor's hits bear a star; ? = inconclusive; . = not tested or not shown; & = joins results of further samples. Unless noted, no stated cut-off is given here; in the data, active means inhibition above about 30%; inconclusive means no clear call, values can overlap the other calls; inactive means below that.

smiles	PrPC surface inh	Y pestis TopoI	BoNT-A LC inh2	TcdB GH inh	FadD28 FP inh	Anthrax LF prot	PfHsp40 rescue	CCHF vOTU inh	BoNT-F LC inh
O=C(Nc1cc(F)ccc1F)c1ccc2c(=O)n3c(nc2c1)CCC3	11	2	-0.3	0.0	-2.2	1	.	11	0
CCOC(=O)CN(C(=O)Cn1nnc2ccccc21)C(C(=O)NCCOC)c1ccccc1 (stereo not given)	3	0	0.8	.	-4.6	2	-1.2	6	4
COc1ccc(CS(=O)(=O)/C(Cl)=C(/Cl)C(=O)Nc2ccc(OC)nc2)cc1	.	5	-0.1	.	-4.3	-1	0.1	.	-5
COc1ccc(-c2cc(C(=O)Nc3c(C)nn(Cc4ccccc4Cl)c3C)no2)cc1	8	5	2.3	.	-1.4	-2	-2.7	-9	2
Cn1c(=O)c(=O)n(C)c2cc(S(=O)(=O)CCC(=O)NCc3ccccc3)ccc21	-5	0	-0.2	1.1	0.5	5	0.6	0	-3
CCOC(=O)C1=C(C)NC(=S)NC1c1ccsc1 (stereo not given)	4	7	-2.8	0.6	-1.2	0	-0.2	-17	-17
COc1cc(NC(=O)c2csc(N)n2)cc(C(=O)Nc2cccc(C(F)(F)F)c2)c1	20&22	-15&3	-1.7&-0.3	1.1&0.5	-0.7&-7.8	-18&-3	0.8	-3&12	-40&-3
COc1cccc(C(=O)N2CCOCC2)c1OC	-3	1	-0.5	-0.5	-1.0	1	-0.8	-2	0
O=C(O)c1cc([N+](=O)[O-])c(NCc2cccnc2)c([N+](=O)[O-])c1	-25	11	-2.1	0.7	0.1	0	-0.9	-10	-14
O=C(c1ccc([N+](=O)[O-])s1)N1CCN(c2ccc(C(F)(F)F)cn2)CC1	-16	0	-1.8	-2.5	-1.1	-1	-1.9	13	-5
O=C(CSc1ccc(Cl)cc1)NCC1CCCO1 (stereo not given)	-2	-11	-0.4	.	-1.7	1	-1.0	3	-7
COc1ccc(C2C3=C(CC(C)(C)CC3=O)Nc3cc4c(cc32)OCO4)cc1 (stereo not given)	-8	-6	0.1	.	0.5	-2	0.0	2	-9
COc1ccc(C(=O)c2ccccc2)c(OCC(=O)NC2CC2)c1	8	3	-1.8	0.2	-0.3	-2	-0.1	-12	-8
O=C(OCCOCCN=C1NS(=O)(=O)c2ccccc21)C1CC(=O)N(c2ccccc2)C1 (stereo not given)	-4	2	-0.3	.	-2.7	-2	-0.2	23	-7
CC(=O)Oc1cc2c(cc1Cl)C(c1cccs1)CC1(CC(C)(C)NC(=S)N1)O2 (stereo not given)	7	7	0.0	1.9	-0.5	-2	3.5	14	2
O=C(CC(c1ccccc1)C1CCCCC1=O)c1ccco1 (stereo not given)	-2	-6	0.4	.	-3.5	-5	-2.0	-2	-5
O=C(O)CC12CC3CC(C1)CC(n1ncc(N4CCC5(CC4)OCCO5)c(Cl)c1=O)(C3)C2	-16	-5	-2.0	0.3	-0.6	9	-0.8	-1	-15
Cc1ccc(-c2nn(CCC(=O)O)cc2/C=C\C(=O)c2ccc(Br)cc2)cc1	7	11	0.3	-4.8	-10	-6	0.2	16	1
Cc1nnc(SC(C)C)n(N)c1=O	1	-1	-2.0	0.7	0.1	-5	-1.4	3	-10
COC(=O)c1cccc(NC(=O)c2cnn(C)c2)c1	8	4	0.1	0.8	-4.1	4	-0.8	-5	0
Cc1nc(SCC(=O)N(CC(C)C)C2CCS(=O)(=O)C2)c2c(C)c(C)sc2n1 (stereo not given)	-4	26	0.0	2.2	-5.3	1	-1.3	14	1
CCOC(=O)C1=C(CNCc2ccc(C)cc2)NC(=O)NC1c1cc(C)ccc1C (stereo not given)	7	-1	17	-0.4	1.1	-18	0.7	12	9
COc1ccc(/C=C/C(=O)OCC(=O)N2c3ccccc3CC2C)cc1OC (stereo not given)	0	1	0.2	0.5	-1.4	0	.	-7	1
COc1ccc(-c2csc(Cc3nc(O)cs3)n2)cc1	0	2	-0.1	0.4	-1.5	-2	0.0	7	0
CCn1c2ccccc2c2cc(/C=N/NC(=O)c3ccccc3C)ccc21	-5	7	1.8	0.9	-0.9	-1	-0.7	0	-3
CCc1n[nH]c(=O)n1Cn1c(CC)n[nH]c1=O	6	2	2.2	.	-3.3	10	1.2	11	?
COC(=O)c1ccc(SCc2ccccc2)nc1	1	-4	0.0	2.0	-0.4	-1	.	-11	6
COc1cccc(C(=O)NCCSCc2ccccc2Cl)c1	16	-8	-1.3	-5.3	3.5	10	4.5	21	-22
CCNC(=O)N1CCN(C(=O)NCC)CC1	-2	6	0.0	-0.9	-1.6	4	1.5	-7	-2
CC(C)(C)OC(=O)N1CCC(NC(=O)c2nc[nH]c2C(=O)NCC(=O)OCc2ccccc2)CC1	14	22	-0.3	-8.8	-1.4	3	-0.4	21	1
CCOC(=O)C(NC(C)=O)(Nc1ccc(S(=O)(=O)Nc2cc(C)nc(C)n2)cc1)C(F)(F)F (stereo not given)	0	-10	3.8	.	-2.9	10	0.6	-26	23
O=C(O)/C=C/c1cccc(NC(=O)c2ccc(Cl)cc2)c1	-3	-12	0.2	1.5	-2.2	-1	6.2	1	6
COc1cccc(/C(O)=C2/C(=O)C(=O)N(CCN3CCOCC3)C2c2cccnc2)c1 (stereo not given)	0	1	0.9	.	0.7	0	2.2	12	-3
O=C1NCCN1Cc1ccc(F)cc1	-4	5	-0.7	.	-3.6	-3	-0.8	11	-9
Cc1onc(-c2ccccc2)c1C(=O)N1CCCc2ccccc21	-5	9	0.5	.	-1.9	-3	0.7	5	-5
Cc1nn(-c2ccccc2)c(C)c1NC(=O)COC(=O)Cc1ccccc1F	-3	14	.	0.0	-0.4	.	-1.7	-7	.
O=C(CCc1nnc(CCCCc2ccccc2)o1)NCCN1CCOC1=O	-7	6	0.0	1.3	-0.3	3	0.4	-8	-2
Cc1ccc(OCC(=O)N2CCc3ccccc3C2)c(C)c1	7	36	-4.3	0.9	2.0	19	5.2	10	?
Cc1oc2cc3oc(=O)c(CC(=O)N[C@H](C(=O)N[C@@H](C(=O)O)c4ccccc4)C(C)C)c(C)c3cc2c1C	7	15	-0.5	-0.2	3.3	-3	1.2	-12	-19
CC(=O)c1cccc(S(=O)(=O)N2CCC(n3nnc4cc(F)ccc43)CC2)c1	-2	-1	0.3	.	-2.8	-2	0.2	-10	6
COc1ccccc1N(C)S(=O)(=O)c1ccc(C(=O)Nc2nccs2)cc1	-6	0	0.3	-1.1	-2.0	-1	0.3	2	5
COc1cc(NC(=O)COC(C)=O)cc(OC)c1OC	-4	-9	1.0	2.6	-0.3	-1	-1.1	-10	2
Cc1ccc(S(=O)(=O)N2C(=O)CCC2C(=O)NCc2ccco2)cc1 (stereo not given)	-4	1	-0.2	.	-1.6	-5	-0.2	-12	0
CCN1C(=O)[C@H]2[C@@H](c3ccc(C)cc3)N[C@]3(CCCN(Cc4ccc(OC)cc4)C3=O)[C@H]2C1=O	4	2	-0.6	0.8	-0.1	-5	.	4	-9
O=c1[nH]cnc(O)c1C(c1ccc2c(c1)OCO2)c1c(O)nc[nH]c1=O	-4	0	0.2	-1.6	-3.4	-4	0.7	8	1
Cn1c(N)cc(=O)n(Cc2ccccc2)c1=O	10	4	0.2	0.7	-2.2	-3	0.2	-7	3
N#C/C(=C/c1ccc(-c2ccc(Br)cc2)o1)C(=O)NC1CCCCC1	13	17	25	3.6	-6.2	24	1.3	14	26
CCOc1ccc(NC(=O)Nc2cc(C)on2)cc1	12	-2	-0.6	.	-0.3	-6	-0.1	1	-3
CN(Cc1ccc(F)cc1)C(=O)CN1CCN(S(=O)(=O)c2ccc3c(c2)OCCCO3)CC1	-1	2	0.3	-0.7	-1.8	4	.	-3	2
COc1ccccc1N1CCN(S(=O)(=O)c2cccc(F)c2)CC1	-8	7	-1.1	.	0.0	-2	0.3	1	-2
Cc1ccc(S(=O)(=O)N(C)CC(=O)NCCCn2nc(C)cc2C)cc1	-1	13	0.1	0.1	.	-7	1.4	0	2
COc1ccc(Cl)cc1NC(=O)CN(C)CC(=O)Nc1ccccc1C(F)(F)F	5	16	0.1	0.8	-5.2	-6	1.4	-3	-3
Cc1cc(-c2c(C(=O)N3CCOCC3)c(C)nn2-c2cccc(C(F)(F)F)c2)no1	4	-5	?	0.0	-4.9	2	-0.2	2	?
COCCn1c(SCC(=O)Nc2ccccc2OC)nnc1-c1ccco1	3	5	1.6	-5.9	-2.8	-10	-0.2	9	-45
COc1ccc(C2=NS(=O)(=O)N(C)C(C(=O)Nc3ccc4c(c3)OCO4)=C2)cc1OC	-22	1	-0.8	5.3	0.2	-4	1.0	5	-9
O=C(O)CC1SC(N/N=C/c2ccc(Br)cc2)NC1=O (stereo not given)	-2	-6	-0.5	-0.7	-2.2	-12	-1.1	9	-4

Exported with two lines to a compound: part of the list above.
Order of values – PrPC surface inh	Y pestis TopoI	BoNT-A LC inh2	TcdB GH inh	FadD28 FP inh	Anthrax LF prot	PfHsp40 rescue	CCHF vOTU inh	BoNT-F LC inh
Cc1cc(-c2c(C(=O)N3CCOCC3)c(C)nn2-c2cccc(C(F)(F)F)c2)no1
 : 4	-5	?	0.0	-4.9	2	-0.2	2	?
COc1ccc(C2=NS(=O)(=O)N(C)C(C(=O)Nc3ccc4c(c3)OCO4)=C2)cc1OC
 : -22	1	-0.8	5.3	0.2	-4	1.0	5	-9

(continued)
smiles	PrPC surface inh	Y pestis TopoI	BoNT-A LC inh2	TcdB GH inh	FadD28 FP inh	Anthrax LF prot	PfHsp40 rescue	CCHF vOTU inh	BoNT-F LC inh
CCN1CCN(c2ccc(Nc3ccnc4ccccc34)cc2)CC1	-27	-22	2.9	0.6	-2.2	-7	-1.1	10	-18
Clc1ccc2c(-c3ccccc3)nc(-c3cccs3)nc2c1	-2	.	0.1	0.7	.	-1	.	-4	4
O=C(NCCO)c1ccc2c3n(nc2c1)-c1ccccc1CO3	-12	1	-0.4	-1.0	.	-16	-0.8	-3	-2
COc1c(/C=C2/C(=O)NC(=O)N(C)C2=O)c(CCN(C)C(=O)c2ccccc2)cc2c1OCO2	-4	-2	-0.1	-1.7	-0.2	-10	0.6	5	-12
Cc1cccc(NC(=O)NNC(=O)c2ccc3ccccc3c2O)c1	6	-14	0.3	0.3	8.5*	0	58*	-26	-6
CCOC(=O)N1CCN(C(=O)c2cc3ccc(OC)cc3[nH]2)CC1	-5	1	-0.7	-1.7	-1.1	9	.	-7	9
O=C(CCN1C(=O)COc2ccccc21)NCCCN1CCCC1	8	1	1.7	3.9	-1.4	2	-0.8	0	3
Cc1nn(C)cc1C(=O)Nc1cc(Oc2ccc(Cl)cc2)cc([N+](=O)[O-])c1	.	8	0.4	-0.3	-4.1	-1	-0.4	.	4
CCOC(=O)N1CCC(Nc2ncnc3c2cnn3-c2ccc(C)cc2C)CC1	6	12	0.3	1.1	-0.9	-4	-1.9	1	0
CCN(C(=O)CN1C(=O)c2ccccc2S1(=O)=O)C1CCCCC1	-4	13	0.1	1.7	-5.0	-1	-0.7	8	-11
Cc1ccc(S(=O)(=O)NC(N)=NCCc2ccc(Cl)cc2)cc1	12	-1	0.3	.	-3.9	1	0.1	-3	2
O=C(NC1=NCCS1)c1ccc(Cl)c(S(=O)(=O)N2CCOCC2)c1	0	3	0.6	0.8	1.6	-3	-0.4	1	10
O=C(COC(=O)CNC(=O)c1ccc(Cl)cc1)NC1CCCCCC1	5	18	-0.3	0.9	.	1	-0.9	7	-2
CCN(CC)c1ccc(/C=N/NC(=O)CNC(=O)c2ccc3c(c2)OCCO3)cc1	-3	-7	0.2	-0.4	0.1	-3	-0.2	-11	-3
